EP2 mod: modulates human prostaglandin E2 receptor EP2 signaling; P43116; EP2-expressing cells, cAMP HTRF FRET, PGE2 co-stimulation; induction, % at 25 µM; 260,000 tested, 0.83% active;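 active = compounds whose cAMP rise, as percent of the full-agonist control response, exceeds 60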;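 note: rat C6 glioma line stably carrying human EP2 under a CMV promoter; the protocol text gives 20 µM as final concentration; 100% = response of wells given 1 µM PGE2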
zfTRPN1 agonist: zebrafish TRPN1 (NompC) channel agonism. HEK293 zebrafish TRPN1-YFP, Fluo-8 calcium fluorescence; 100% = response to 87 µM carbachol. activation, % at 3 µM. 220,000 tested, 0.18% active. AID 1424;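 active = activation above its plate's cutoff, the mean activation of test wells on that plate plus 3 SD, cut at about 19% in these data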;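 note: 0% = DMSO alone and 100% = 87 µM carbachol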
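System: zebrafish TRPN1-YFP in HEK293 cells / Dosing: 3 µM single point / Timing: dye loading 1 h at 37 °C, then 30 min room temperature / Signal: Fluo-8 calcium fluorescence, excitation 470-495 nm, emission 515-575 nm / Read-out basis: percent activation from peak over basal fluorescence ratio, control-normalized / Control set: high carbachol 87 µM, low DMSO alone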
NPY2 pot ag: potentiators or agonists of human neuropeptide Y receptor Y2 | P49146 | cells expressing NPY-Y2, potentiator/agonist read-out | activation, % at 3.6 µM | 220,000 tested, 0.45% active; in the data active = activation above about 27%;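 note: cells stimulated with NPY near EC25 plus isoproterenol at EC100; 0% = vehicle plus submaximal agonist and 100% = vehicle plus saturating agonist; some results beyond the cut were filed as inactive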
S1P4 ag: agonists of human S1P4 receptor | S1P4-expressing cell line, agonist reporter assay | AID 1509 | 220,000 tested, 0.35% active | O95977 | activation, % at 4.98 µM; in the data active = activation above about 11%;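 note: 0% = DMSO vehicle and 100% = reference agonist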
Target sequence (O95977 whole entry, looked up): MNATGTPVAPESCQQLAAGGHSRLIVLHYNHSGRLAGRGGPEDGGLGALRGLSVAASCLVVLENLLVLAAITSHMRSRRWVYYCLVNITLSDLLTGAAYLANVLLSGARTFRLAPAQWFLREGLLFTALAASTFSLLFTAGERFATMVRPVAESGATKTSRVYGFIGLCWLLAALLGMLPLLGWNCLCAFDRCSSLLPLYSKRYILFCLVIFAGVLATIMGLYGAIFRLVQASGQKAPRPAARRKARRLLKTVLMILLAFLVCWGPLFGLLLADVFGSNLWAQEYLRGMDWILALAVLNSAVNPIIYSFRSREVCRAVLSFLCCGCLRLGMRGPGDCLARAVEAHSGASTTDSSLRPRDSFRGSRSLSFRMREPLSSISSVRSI
NPY Y1 blocker: blocks the human neuropeptide Y Y1 receptor. inhibition, % at 3.6 µM. AID 1040. 200,000 tested, 1% active. P25929. HEK293-CNG Y1 cells, membrane potential fluorescence; NPY at EC95, then isoproterenol;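 active = inhibition above the campaign mean inhibition of all tested compounds plus 3 SD, cut at about 20% in these data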;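 note: 0% = DMSO wells given NPY plus isoproterenol and 100% = isoproterenol alone without NPY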
Target sequence (P25929 whole entry, looked up): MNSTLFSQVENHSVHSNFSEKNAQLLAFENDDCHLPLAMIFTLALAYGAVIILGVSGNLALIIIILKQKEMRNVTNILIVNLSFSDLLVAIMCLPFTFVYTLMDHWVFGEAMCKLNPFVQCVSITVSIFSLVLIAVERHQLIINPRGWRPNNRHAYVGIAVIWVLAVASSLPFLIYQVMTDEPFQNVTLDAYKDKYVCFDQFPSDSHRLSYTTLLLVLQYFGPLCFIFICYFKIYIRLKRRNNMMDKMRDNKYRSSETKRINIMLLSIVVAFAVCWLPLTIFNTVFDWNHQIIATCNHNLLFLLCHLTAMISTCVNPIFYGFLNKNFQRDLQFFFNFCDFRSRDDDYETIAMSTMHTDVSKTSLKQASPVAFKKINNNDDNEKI
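System: HEK293 cells with Y1 receptor plus CNG channel / Probe or stimulus: NPY 25 nM then isoproterenol 1 µM plus Ro 20-1724 25 µM / Compound: one concentration, 3.6 µM, in 0.4% DMSO / Schedule: compound incubation 1 h at room temperature, readout 45 min post-stimulation / Measured by: membrane potential fluorescence / Read-out: % inhibition of NPY effect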
TRPML3 ag: agonists of human TRPML3 channel; Q8TDD5; HEK293 TRPML3-YFP, Fluo-8 calcium fluorescence; 100% = the carbachol control signal; activation, % at 3 µM; 220,000 tested, 0.29% active;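 active = activation above its plate's cutoff, the mean activation of the plate's test wells plus 3 SD, cut at about 12% in these data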;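 note: 0% = DMSO only wells and 100% = carbachol wells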
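Material: HEK293 cells stably carrying human TRPML3-YFP; compound dosing: single dose, 3 µM final nominal compound, 0.3% DMSO final; incubation: 1-h 37 °C dye load, 5-s basal, 120-s post-compound reads; technique: Fluo-8 intracellular calcium fluorescence, excitation 470-495 nm, emission 515-575 nm; read-out basis: percent activation from peak-to-basal fluorescence ratio, scaled between DMSO and carbachol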
S1P4 antagonist: antagonists of human S1P4 receptor; AID 1510; S1P4-expressing cells, antagonist mode, reporter read-out; 220,000 tested, 0.26% active; O95977; inhibition, % at 4.98 µM; in the data active = inhibition above about 29%;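 note: 0% = wells stimulated with agonist and 100% = vehicle wells without agonist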
CHOP inhibitor: CHOP inhibition in unfolded protein response; inhibition, % at 10 µM; 220,000 tested, 3.8% active; CHO-K1 CHOP-promoter luciferase, tunicamycin-induced, 15-18 h;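 active = compounds that reduced the stress-induced luciferase reporter signal by more than about 70% of percent inhibition, limit read from the data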;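 note: 0% = tunicamycin plus vehicle and 100% = wells without tunicamycin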
NPY1 pot ag: potentiates or activates human NPY-Y1 receptor. P25929. NPY-Y1 expressing cells, potentiator/agonist activation. activation, % at 3.6 µM. 220,000 tested, 0.37% active; in the data active = activation above about 33%, passing the limit was not always enough;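 note: cells stimulated with NPY at EC10 then isoproterenol at EC100; 0% = low agonist plus stimulus and 100% = saturating agonist plus stimulus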
Starred values were filed as active, the others as inactive; . = not tested or not shown; & = joins results of further samples.

Value order – EP2 mod | zfTRPN1 agonist | NPY2 pot ag | S1P4 ag | NPY Y1 blocker | TRPML3 ag | S1P4 antagonist | CHOP inhibitor | NPY1 pot ag
O=C(Cn1ccc(C(F)(F)F)n1)N/N=C/c1cccs1
  14.1 | -0.4 | 6.1 | 1.9 | 3.3 | 0.9 | -26.1 | 28.4 | 26.5
Nc1cc(=O)[nH]c(=O)n1-c1cccc(F)c1
  41.6 | 0.1 | 5.2 | -0.9 | 6.1 | 1.1 | -10.8 | -4.6 | 7.3
COc1ccc(CCNC(=O)CC(NC(=O)c2ccccc2Cl)c2ccccc2)cc1 (configuration not stated)
  -102.7 | -0.3 | 6.7 | -0.6 | -3.1 | -0.1 | -11.9 | 0.1 | 8.1
C/C(=N\NC(=O)COc1ccccc1F)c1cc2ccccc2o1
  -8.2 | 0.8 | -12.8 | -0.2 | 2.2 | 0.0 | -25.3 | -6.0 | -24.9
Cc1cc(C)cc(NS(=O)(=O)c2ccc(NC(=S)NC(=O)c3ccc(Br)o3)cc2)c1
  -51.6 | -0.4 | -7.1 | -2.5 | -5.5 | 0.8 | -9.4 | 58.7 | -22.1
COc1ccc(C(CC(=O)O)NC(=O)COc2cc(C)ccc2C)cc1OC (configuration not stated)
  12.8 | 0.4 | -1.3 | 0.1 | -1.4 | 0.8 | 4.3 | 4.7 | -11.5
COc1ccccc1Nc1nccc(N(C)C)c1C#N
  0.9 | 1.0 | -15.2 | 3.7 | 2.4 | -0.2 | -1.6 | 16.3 | -7.3
COc1cccc(/C=N/NC(=O)CCc2ccccc2)c1
  -20.7 | 0.1 | -1.8 | 0.9 | 5.7 | -0.1 | -22.8 | 8.6 | 10.4
O=C(c1ccc2c3c(cccc13)CC2)C1CCCN(Cc2ccncc2)C1 (configuration not stated)
  -63.2 | 8.0 | 2.3 | 0.9 | 1.3 | 2.1 | -13.8 | 60.9 | 77.4*
CCN(CC)NC(=S)Nc1ccccc1
  9.1 | 1.3 | 10.6 | 0.9 | 5.8 | 0.0 | 7.9 | 5.5 | -22.9
Nc1cc(N)nc(SCc2cc(=O)oc3cc4c(cc23)CCC4)n1
  -2.4 | 0.3 | -6.6 | -0.7 | -1.1 | 0.5 | 3.8 | 37.9 | -9.3
CN(C)CC(C)(C)CNS(=O)(=O)c1ccc(Cl)s1
  -35.4 | 0.3 | -1.1 | 0.6 | 1.7 | -0.1 | -5.7 | -6.0 | -11.5
COc1cc(Cl)c(C)cc1NC(=O)CSc1ccc(NC(C)=O)cc1
  -15.7 | -0.1 | -7.2 | 0.2 | 1.9 | -0.1 | -5.0 | 20.6 | -14.8
Cc1cccc(C)c1NCc1nnc(SCC(=O)Nc2nc(-c3ccccc3)cs2)n1-c1ccccc1
  6.6 | 0.0 | 2.2 | -1.4 | -1.0 | 0.7 | -6.3 | 58.0 | -15.3
Cc1ccc(-c2nc(NC(=O)CSc3ncn[nH]3)ns2)cc1
  -17.6 | 1.7 | 5.4 | -0.5 | . | 0.5 | -1.3 | 36.0 | -0.9
CCOC(=O)C1CCN(C(=O)CN(c2cc(OC)ccc2OC)S(=O)(=O)c2ccccc2)CC1
  27.3 | 0.4 | -8.1 | -1.1 | 8.4 | 0.2 | -7.2 | 1.7 | -9.5
COc1ccc(Cl)cc1NC(=O)COC(=O)C(CC(C)C)N1C(=O)C2CC=CCC2C1=O (configuration not stated)
  -6.0 | -1.7 | 7.3 | -0.3 | 3.0 | 2.0 | -0.8 | 43.6 | 7.2
CCN(CC(=O)NCc1ccc(F)cc1)Cc1cc(=O)n2ccsc2n1
  22.1 | 1.1 | -4.6 | 2.7 | 2.2 | 0.0 | -19.0 | -15.0 | 12.4
CC(C)(C)c1csc(Sc2ccc([N+](=O)[O-])cn2)n1
  11.8 | -3.1 | -18.0 | -0.4 | . | -0.1 | -10.2 | -33.4 | -11.5
COc1ccc(-n2nnnc2SCC(=O)Nc2nc3c(s2)CCCC3)cc1
  -11.2 | 1.2 | -2.8 | 0.2 | 0.9 | 0.4 | -2.3 | 50.8 | 8.6

The listing continues.
compound,EP2 mod,zfTRPN1 agonist,NPY2 pot ag,S1P4 ag,NPY Y1 blocker,TRPML3 ag,S1P4 antagonist,CHOP inhibitor,NPY1 pot ag
CCS(=O)(=O)N1CCCC(c2nc(-c3cccc(OC)c3)no2)C1 (configuration not stated),6.1,-0.5,-2.3,0.2,2.8,-0.3,-10.2,0.5,-25.4
Nc1cc(-c2cccc([N+](=O)[O-])c2)[nH]n1,-0.4,0.3,1.0,0.5,-0.4,0.4,-7.8,23.6,0.4
O=C(COc1ccccc1)Nc1cccc2nsnc12,18.4,-0.2,1.3,1.4,12.5,-0.1,-2.9,76.4*,-1.7
O=C(NCC1CCCO1)c1cc(-c2ccco2)nc2ccccc12 (configuration not stated),1.8,0.4,0.7,0.6,9.3,-0.6,-6.9,-31.3,6.1
COC(=O)c1ccc(-c2ccc(/C=N/N3C(=O)C4C5C=CC(C6CC56)C4C3=O)o2)cc1 (configuration not stated),-6.5,-1.8,5.5,0.9,-0.5,0.0,-21.9,2.8,19.0
O=C(O)CSc1nnnn1-c1ccccc1,25.5,-1.1,-3.5,1.7,4.0,0.8,-11.9,2.0,-24.1
COc1cccc(-n2c(SC)nnc2-c2cnccn2)c1,5.9,0.2,20.7,1.7,5.5,0.3,-2.3,2.6,11.9
O=C(/C=C/Sc1ccccc1)c1ccccc1,-44.9,-1.2,-14.9,1.6,0.4,-0.1,0.9,49.5,7.7
O=C(Nc1ccccc1C(=O)NC(Cc1ccccc1)C(=O)NC1CCCCCC1)c1ccccc1 (configuration not stated),28.3,-0.2,6.4,-0.7,3.6,0.4,-3.4,7.1,-0.1
CN(C)c1cc[n+](CCC(=O)Nc2cccc([N+](=O)[O-])c2N)cc1,6.5,-0.2,-5.2,1.5,3.2,0.1,-15.1,-5.2,7.0
CCc1ccc(OCC(=O)NC(=S)Nc2ccc(C(C)=O)cc2)c(Br)c1,29.0,1.2,8.9,-0.7,-2.0,1.1,8.4,16.5,-1.2
CS(=O)(=O)N1CCC(Oc2ccccc2C(=O)NC2CCOC2)CC1 (configuration not stated),-10.0,-0.7,-6.7,2.7,-0.5,-0.6,-8.2,-9.7,12.6
O=C(COc1ncnc2ccccc12)NC1CCS(=O)(=O)C1 (configuration not stated),12.5,2.5,8.1,0.7,-5.2,0.2,-11.9,-0.1,-11.7
CCOc1ccc(NC(=O)Cc2cccc3ccccc23)c([N+](=O)[O-])c1,47.9,1.1,4.8,1.1,0.9,0.1,-10.7,58.7,-17.4
C=CCn1c(CNc2ccc(C)cc2)nnc1SCC(=O)N/N=C/c1ccc(O)cc1,0.4,-1.3,-11.4,-2.5,-3.1,-0.7,-5.1,-20.2,6.4
COc1cc(-c2[nH]nc3c2C(c2ccco2)C(C#N)=C(N)O3)cc(OC)c1OC (configuration not stated),-67.0,0.7,1.4,1.0,-1.5,0.5,-34.0,-25.4,22.4
Cc1cccc(C(=O)c2c[nH]cc2-c2ccccc2)c1,32.2,-1.4,18.4,0.1,-4.6,-0.9,-10.6,12.1,2.2
CCOC(=O)c1c(NC(=O)COC(=O)Cn2cnc3ccccc32)sc2c1CCC(C)C2 (configuration not stated),62.3*,3.9,-4.8,0.7,5.4,-0.4,-9.3,71.9*,-1.6
CCN1C(=O)C(CC(=O)Nc2ccc(F)cc2)N(CCCN2CCN(c3ccc(F)cc3)CC2)C1=S (configuration not stated),-73.8,10.0,18.4,1.8,-13.3,5.3,-4.2,95.4*,32.9
O=C(/C=C/c1ccco1)N1CCN(c2ncccn2)CC1,23.6,1.3,-13.5,0.2,3.2,0.8,-9.0,3.8,0.5
CC(C)[C@H](NC(=O)c1ccc(Cl)c([N+](=O)[O-])c1)C(=O)O,47.0,-0.4,-26.4,-0.1,.,0.6,-6.9,-0.5,-20.0
CCOC(=O)c1ccc(S(=O)(=O)N2CCN(C(=O)c3cc(=O)c4ccccc4o3)CC2)cc1,-29.1,-2.6,-6.4,1.2,-0.3,-0.4,-1.3,2.0,-25.7
O=c1c2ccccc2[nH]c(=S)n1Cc1cccnc1,5.7,0.6,4.2,-1.0,-1.2,0.6,-1.0,-2.3,12.8
Cc1cc(F)ccc1S(=O)(=O)N1CCCOC1CNC(=O)C(=O)NCCC1=CCCCC1 (configuration not stated),36.4,0.5,-3.0,-0.6,1.5,0.6,-20.9,16.2,-3.3
C=CCNC(=S)NNC(=O)C(CCCC)CC(O)COCC(C)C (configuration not stated),-1.9,-1.2,1.8,-0.3,.,0.5,-2.8,3.8,3.4
C/C(=N\NS(=O)(=O)c1ccc(C)cc1)c1cccs1,17.4,-1.1,-2.5,0.4,2.7,0.6,16.2,1.2,-17.8
COc1ccc(C2=NN(C(=O)CSc3ncccn3)C(c3ccc(OC)cc3)C2)cc1 (configuration not stated),41.5,1.6,-6.4,0.4,-1.4,0.8,2.6,5.5,-4.6
O=C(COC(=O)CCN1C(=O)c2cccc([N+](=O)[O-])c2C1=O)NCc1ccccc1,10.7,-0.1,-4.5,0.3,-1.7,0.7,-9.7,-2.8,-11.7
COc1ccccc1/C=C/C=N/NC(=O)c1cc(-c2ccco2)[nH]n1,-36.2,-0.9,-15.9,0.5,.,0.2,-2.4,8.9,22.9
COC(=O)c1c(NC(=O)CN2CCN(Cc3ccc4c(c3)OCO4)CC2)sc(C)c1C,34.2&20.3,-0.3,-51.5,0.5,47.9*,0.2,-0.7,79.5*,-95.5
COc1ccc(S(=O)(=O)N(CCc2ccccc2)CC(=O)NCCCO)cc1,-14.3,1.5,8.3,-0.7,-0.5,0.7,-7.3,14.1,23.4
CCCCCSc1ncccc1C(=O)O,-21.8,0.7,-1.5,1.2,.,0.9,9.1,-22.6,6.5

Reformatted with each value named: entries from further up.
smiles: COc1ccc(-n2nnnc2SCC(=O)Nc2nc3c(s2)CCCC3)cc1
  EP2 mod: -11.2
  zfTRPN1 agonist: 1.2
  NPY2 pot ag: -2.8
  S1P4 ag: 0.2
  NPY Y1 blocker: 0.9
  TRPML3 ag: 0.4
  S1P4 antagonist: -2.3
  CHOP inhibitor: 50.8
  NPY1 pot ag: 8.6

smiles: CCS(=O)(=O)N1CCCC(c2nc(-c3cccc(OC)c3)no2)C1 (configuration not stated)
  EP2 mod: 6.1
  zfTRPN1 agonist: -0.5
  NPY2 pot ag: -2.3
  S1P4 ag: 0.2
  NPY Y1 blocker: 2.8
  TRPML3 ag: -0.3
  S1P4 antagonist: -10.2
  CHOP inhibitor: 0.5
  NPY1 pot ag: -25.4

smiles: Nc1cc(-c2cccc([N+](=O)[O-])c2)[nH]n1
  EP2 mod: -0.4
  zfTRPN1 agonist: 0.3
  NPY2 pot ag: 1.0
  S1P4 ag: 0.5
  NPY Y1 blocker: -0.4
  TRPML3 ag: 0.4
  S1P4 antagonist: -7.8
  CHOP inhibitor: 23.6
  NPY1 pot ag: 0.4

Bioassay records: PubChem, several laboratories
